From PubChem BioAssay
HCMV inh: inhibitors of human cytomegalovirus. 410,000 compounds, 4.5% hits. HFF cells, HCMV-luciferase reporter, 72 h; hits give low values. activity change, negative = inhibition, % at 57.5 µM; in the data active means activity change below about -60%; inconclusive means no clear call, values can overlap the other calls; inactive means above about -39%
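Luciferase read-out from HCMV-luciferase-infected HFFs (MOI 1 PFU/cell) 72 h post infection at 37C; compounds added after 16 h cell attachment; activity normalized between buffer-only basal and Salinomycin (10uM) inhibitor controls.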
HCV inhibitor: HCV inhibition; 340,000 compounds, 3.4% hits; Potency, µM (highest dose often 41.8 µM), inactives show at the highest dose activity change, negative = inhibition, most hits filed as inhibitors; Huh7.5.1 HCVcc-Cre infection, luciferase reporter, 44 h; AID 651820; further: potency means the concentration at half of the fitted maximal effect
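Infectious HCV cell culture screen: compound-treated cells (1,000/well, pre-plated 4 h) are infected with HCVcc-Cre at roughly 0.5 moi and grown 44 h. Infection is quantified by luciferase signal after 15 min substrate incubation at room temperature.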
AMA1 RON2 block: inhibitors of Plasmodium falciparum AMA1-RON2 interaction; AlphaScreen AMA1-biotinylated RON2 peptide binding; Potency, µM (top dose mostly 58.2 µM), for the others: at the top dose activity change, negative = inhibition, most hits filed as inhibitors; 360,000 compounds, 0.2% hits;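 further: potency means the concentration at half of the fitted maximal effect; 0% = vehicle wells and -100% = peptide control; nearly all actives have a fitted effect of over 45% in size; some results filed as inactive show a strong effect at the top dose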
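AMA1 (3D7) with his tag at 25 nM final met compounds first, then biotinylated RON2 peptide at 25 nM; detection used donor plus acceptor beads, 10 µg/mL apiece, read by AlphaScreen after 30 min at room temperature.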
LmPK inhibitor: inhibitors of Leishmania mexicana pyruvate kinase. Q27686. purified LmPK, Kinase-Glo ATP luminescence, 1 h. Potency, µM (highest dose often 57.5 µM), for inactives: at the top dose activity change, negative = inhibition, actives largely listed as inhibitors. 290,000 compounds, 0.37% hits. AID 1721; further: potency means the concentration at half of the fitted maximal effect
Target sequence (Q27686 whole entry, looked up): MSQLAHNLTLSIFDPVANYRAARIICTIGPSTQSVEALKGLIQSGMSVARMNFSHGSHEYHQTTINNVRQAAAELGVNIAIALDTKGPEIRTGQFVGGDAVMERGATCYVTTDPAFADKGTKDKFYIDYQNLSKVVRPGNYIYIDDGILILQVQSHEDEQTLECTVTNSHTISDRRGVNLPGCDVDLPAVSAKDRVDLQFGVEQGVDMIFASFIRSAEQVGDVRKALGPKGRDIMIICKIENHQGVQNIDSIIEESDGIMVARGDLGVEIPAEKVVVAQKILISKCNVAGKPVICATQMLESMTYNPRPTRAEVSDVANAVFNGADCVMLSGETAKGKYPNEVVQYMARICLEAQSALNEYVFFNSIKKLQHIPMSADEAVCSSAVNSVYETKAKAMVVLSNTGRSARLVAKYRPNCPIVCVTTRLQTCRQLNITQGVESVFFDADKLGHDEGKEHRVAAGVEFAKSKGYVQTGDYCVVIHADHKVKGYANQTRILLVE
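Purified LmPK (0.1 nM) with 0.5 mM PEP and 0.1 mM ADP in imidazole buffer pH 7.2 with MgCl2/KCl, 1 h at room temperature. ATP formed was read by luciferase luminescence and normalized to no-enzyme and uninhibited controls.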
Tb PYK inh: inhibitors of Trypanosoma brucei pyruvate kinase; Q57TT1; TbPYK enzyme, Kinase-Glo Plus ATP luminescence, 45 min; Potency, µM (top dose mostly 76.8 µM), for inactives: at the top dose activity, negative = inhibition, hits mostly inhibitors; 410,000 compounds, 0.12% hits; further: potency means the concentration at half of the fitted maximal effect; nearly all actives have a fitted effect of over 50% in size
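ADP (130 uM final) triggers the TbPYK reaction after compound addition; incubation is 45 min at room temperature. Kinase-Glo Plus is then added and luminescence imaged. Normalized data are fitted to concentration-effect curves.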
AmpC inh detg: blocks E. coli AmpC beta-lactamase in detergent assay; P00811; AmpC hydrolysis of nitrocefin, absorbance 480 nm, 0.01% Triton; Potency, µM (series often up to 114 µM), for the others: at the top dose activity change, negative = inhibition, actives largely listed as inhibitors; 370,000 compounds, 0.041% hits; AID 485294;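 further: potency means the concentration at half of the fitted maximal effect; 0% = no-compound wells and -100% = no-enzyme wells; nearly all actives have a fitted effect of over 25% in size; some results filed as inactive show a strong effect at the top dose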
Target sequence (P00811 whole entry, looked up): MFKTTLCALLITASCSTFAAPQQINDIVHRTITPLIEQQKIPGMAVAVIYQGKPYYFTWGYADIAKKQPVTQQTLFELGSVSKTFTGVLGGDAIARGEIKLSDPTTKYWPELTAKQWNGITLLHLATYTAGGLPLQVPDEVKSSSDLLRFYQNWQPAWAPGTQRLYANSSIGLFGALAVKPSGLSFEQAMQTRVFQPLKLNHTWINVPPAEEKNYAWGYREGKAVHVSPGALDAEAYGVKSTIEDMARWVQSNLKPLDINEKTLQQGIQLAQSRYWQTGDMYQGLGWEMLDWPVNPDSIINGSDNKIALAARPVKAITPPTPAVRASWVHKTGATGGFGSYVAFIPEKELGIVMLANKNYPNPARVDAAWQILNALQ
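20 mM phosphate pH 7.0 + 0.01% (detergent screen) or 0.0001% Triton X-100; 5.3 nM AmpC reagent; cpd preinc 15 min RT; nitrocefin (800 uM stock) to start; A480 q20 s × 4 min; Activity was normalised to no-enzyme and no-compound control wells.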
AmpC inh no detg: inhibitors of E. coli AmpC beta-lactamase without detergent. AmpC nitrocefin hydrolysis, absorbance 480 nm, 0.0001% Triton. Potency, µM (doses to about 57.1 µM), for inactives: at the highest dose activity change, negative = inhibition, hits mostly inhibitors. 330,000 compounds, 0.52% hits. P00811;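 further: potency means the concentration at half of the fitted maximal effect; plate controls were no compound for no effect and no enzyme for full effect; nearly all actives have a fitted effect of over 20% in size; some results filed as inactive show a strong effect at the top dose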
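AmpC (5.3 nM in the dispensed reagent) in 20 mM phosphate pH 7.0 with 0.01% (detergent screen) or 0.0001% Triton X-100 was preincubated with compounds for 15 min at room temperature. Nitrocefin was then added from an 800 uM solution, and hydrolysis was followed at 480 nm.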
Numbers without * were called inactive; ? = inconclusive; . = not tested or not shown; & = joins results of further samples; [ ] = another dose, or the depositor's remark. Unless noted, the call rests on the fitted dose curve; in most records, active means well fitted curve in the direction sought with a large enough effect; inconclusive means small, poorly fitted or top-dose-only effect, or another doubt; inactive means no such curve, though single readings can be large; an effect the other way counts as inactive or inconclusive. Unless noted, on the % scale 0 is the no-effect control and ±100 the full control effect.

The first two entries, to show the layout:
compound	HCMV inh	HCV inhibitor	AMA1 RON2 block	LmPK inhibitor	Tb PYK inh	AmpC inh detg	AmpC inh no detg
COC(=O)c1cn(C(=O)c2ccc(OC)c(OC)c2)c2ccccc12	-16	-15%	-4%	-6%	4%	-18%	92%[activator]
O=C(OCCN1C(=O)c2ccccc2C1=O)c1cccc(OC(F)F)c1	-13	20%	23%	0%	-9%	?	1%

The list itself, repeating the preview:
compound	HCMV inh	HCV inhibitor	AMA1 RON2 block	LmPK inhibitor	Tb PYK inh	AmpC inh detg	AmpC inh no detg
COC(=O)c1cn(C(=O)c2ccc(OC)c(OC)c2)c2ccccc12	-16	-15%	-4%	-6%	4%	-18%	92%[activator]
O=C(OCCN1C(=O)c2ccccc2C1=O)c1cccc(OC(F)F)c1	-13	20%	23%	0%	-9%	?	1%
CC(NC(=O)Cn1cnnn1)c1cccc(C(F)(F)F)c1 (stereo unspecified)	-12	34%[activator]	-2%	-4%	-1%	-8%	-1%
CN1C/C(=C\c2ccc(N3CCOCC3)cc2)C(=O)/C(=C/c2ccc(N3CCOCC3)cc2)C1	?	11µM*	-5%	3%	-3%	-13%	70%[activator]
CCOCCn1c2ccccc2c2nc3ccccc3nc21	2	-8%	34%[activator]	2%	2%	1%	29%
c1cncc(CNc2ncnc3ccc(-c4ccc5c(c4)OCCO5)cc23)c1	24	.	.	.	-9%	-7%	-29%&-17%
Cc1ccc(S(=O)(=O)N2CCOC23CCN(C(=O)C(=O)NCCC(C)C)CC3)cc1	8	-7%	3%	.	3%	-20%	61%[activator]
CC(C)Cc1nc(SCC(=O)NCc2ccccc2)n[nH]1	-19	4%	-3%	-10%	-10%	1%	15%
CCN(CC(=O)Nc1cccc(F)c1)CC(=O)Nc1ccccc1OC	7	?	23%	1%	-6%	-3%	19%
O=C(COc1ccccc1)NCC(=O)N/N=C/c1cc(Br)ccc1OCc1ccccc1	13	?	-1%	3%	-2%	1%	2%
COc1ccc(C2N(c3cc(Cl)ccc3OC)C(=O)C3CCCN32)c(OC)c1 (stereo unspecified)	6	-4%	17%	9%	-5%	-16%	15%
CC1CCC2(CC1)NC(=O)N(CC(=O)N1CCN(c3ccccc3)CC1)C2=O (stereo unspecified)	-11	1%	-4%	.	-2%	1%	-17%
COc1ccc(C(=O)CSc2ncn[nH]2)cc1OC	68	21%	2%	-1%	-9%	?	-27%
COc1ccc(S(=O)(=O)N(Cc2ccccc2)c2ccccc2C(=O)N2CCOCC2)cc1	-27	?	13%	4%	1%	?	99%[activator]
O=C(NC(Cc1ccc(F)cc1)C(=O)O)c1ccccc1 (stereo unspecified)	8	10%	12%	0%	4%	?	-20%
CC(=O)c1ccc(NC(=O)C[n+]2cccc(C)c2)cc1	26	8%	6%	-1%	2%	0%	-9%
Cc1occc1C(=O)O/N=C(\N)c1ccc(Cl)cc1	0	-4%	-20%	-20%	-3%	3%	-25%
COc1ccc(Nc2ncnc3c2cnn3Cc2ccc(C)cc2)cc1	-39	11µM*	-11%	5%	0%	3%	-5%
Cc1cc(C)cc(C(=O)N2CC(C)SC2=Nc2cccc(S(=O)(=O)N(C)C)c2)c1 (stereo unspecified)	?	?	-26%	0%	2%	-11%	36%
O=S(=O)(Nc1ccc(N2CCCCC2)cc1)c1ccc(F)cc1	-61*	-21%	-27%	5%	-2%	-6%	-46%
CCCCn1c(CN2CCN(C(=O)c3ccco3)CC2)nc2c1c(=O)n(C)c(=O)n2C	4	-7%	-4%	11%	-8%	6%	41%
COc1cccc(CN(C)CC(=O)NCc2ccc(F)cc2)c1OC	58	-3%	-1%	-9%	-8%	-9%	48%
CC(C)C[C@H](NC(=O)c1nc[nH]c1C(=O)N[C@@H](CC(C)C)C(=O)OC(C)(C)C)C(=O)OCc1ccccc1	-101*	-24%[8.37 µM]	97%[activator]	1%	-8%	?	0%
COC(=O)c1cccc(S(=O)(=O)N2CCC(n3nnc4cc(F)ccc43)CC2)c1	-11	-12%	-6%	-5%	5%	-7%	1%
Cc1c(CCC(=O)NCCC(=O)O)c(=O)oc2cc3occ(-c4ccccc4)c3cc12	-27	-1%	-3%	-1%	9%	-7%	-5%
CC(C)CNc1nc(S(=O)(=O)c2ccccc2)c(Cl)s1	?	-25%	-11%	-3%	3%	5%	-28%
CCn1c(SCc2nc3ccccc3c(=O)[nH]2)nnc1C(C)NC(=O)c1ccccc1F (stereo unspecified)	-28	2%	3%	-6%	-4%	-2%	0%
COc1cccc(NC(=O)c2cccnc2)c1	65	7%	8%	-9%	1%	-8%	-7%
O=c1c2[nH]c3ccc(F)cc3c2ncn1CCCn1ccnc1	6	?	-3%	-4%	1%	-5%	-21%
COc1ccc(NC(=O)Cc2ccccc2F)cn1	46	15%	-2%	-3%	4%	-1%	-12%
COc1cc(C=NCC2OCCc3ccccc32)cc(OC)c1 (stereo unspecified)	24	23%	-4%	4%	-2%	-3%	-20%
COc1nnc(-c2ccc(N3CCOCC3)c(NC(=O)c3ccco3)c2)c2ccccc12	?	?	-6%	2%	-16%	-2%	-15%
Cc1nc2c(-c3ccccc3)c(C)nn2c(C)c1CCC(=O)NCCc1ccccc1	11	.	.	.	3%	-12%	.
Cc1ccc(NC(=O)[C@@H]2CCCN2S(=O)(=O)c2ccccc2F)cc1	-8	-1%	2%	-1%	-5%	-2%	-6%
CCc1cnccc1CCC(=O)Nc1ccccc1C	-14	0%	1%	.	0%	.	.
O=C1S/C(=C\C=C\c2ccco2)C(=O)N1c1ccc(O)cc1	?	?	1%[11.6 µM]	7%	-17%	-3%	32µM*
CCc1ccc(CC)c(S(=O)(=O)Nc2ccc(O)c(C(=O)O)c2)c1	30	2%	-7%	2%	-5%	-5%	-20%
Cc1cc(Cl)ccc1OCC(=O)N/N=C1\CCCc2ccccc21	-5	?	13%	-1%	1%	5%	-15%
CCOC(=O)N1CCC(C(=O)NNC(=O)c2ccc(Cl)cc2Cl)CC1	-9	11%	113%[activator]	-2%	0%	-3%	1%
CCOC(=O)CC(=O)CSc1nc2c(cc1C#N)CCCCC2	49	-20%	42%[activator]	-2%	?	-15%	-30%

No new results follow: 13 of the compounds above.
compound	HCMV inh	HCV inhibitor	AMA1 RON2 block	LmPK inhibitor	Tb PYK inh	AmpC inh detg	AmpC inh no detg
COc1cccc(NC(=O)c2cccnc2)c1	65	7%	8%	-9%	1%	-8%	-7%
O=c1c2[nH]c3ccc(F)cc3c2ncn1CCCn1ccnc1	6	?	-3%	-4%	1%	-5%	-21%
COc1ccc(NC(=O)Cc2ccccc2F)cn1	46	15%	-2%	-3%	4%	-1%	-12%
COc1cc(C=NCC2OCCc3ccccc32)cc(OC)c1 (stereo unspecified)	24	23%	-4%	4%	-2%	-3%	-20%
COc1nnc(-c2ccc(N3CCOCC3)c(NC(=O)c3ccco3)c2)c2ccccc12	?	?	-6%	2%	-16%	-2%	-15%
Cc1nc2c(-c3ccccc3)c(C)nn2c(C)c1CCC(=O)NCCc1ccccc1	11	.	.	.	3%	-12%	.
Cc1ccc(NC(=O)[C@@H]2CCCN2S(=O)(=O)c2ccccc2F)cc1	-8	-1%	2%	-1%	-5%	-2%	-6%
CCc1cnccc1CCC(=O)Nc1ccccc1C	-14	0%	1%	.	0%	.	.
O=C1S/C(=C\C=C\c2ccco2)C(=O)N1c1ccc(O)cc1	?	?	1%[11.6 µM]	7%	-17%	-3%	32µM*
CCc1ccc(CC)c(S(=O)(=O)Nc2ccc(O)c(C(=O)O)c2)c1	30	2%	-7%	2%	-5%	-5%	-20%
Cc1cc(Cl)ccc1OCC(=O)N/N=C1\CCCc2ccccc21	-5	?	13%	-1%	1%	5%	-15%
CCOC(=O)N1CCC(C(=O)NNC(=O)c2ccc(Cl)cc2Cl)CC1	-9	11%	113%[activator]	-2%	0%	-3%	1%
CCOC(=O)CC(=O)CSc1nc2c(cc1C#N)CCCCC2	49	-20%	42%[activator]	-2%	?	-15%	-30%

Further structures follow:
compound	HCMV inh	HCV inhibitor	AMA1 RON2 block	LmPK inhibitor	Tb PYK inh	AmpC inh detg	AmpC inh no detg
COc1cc(NC(=O)C2CC(=O)N(CCc3ccccc3)C2)cc(OC)c1 (stereo unspecified)	11	-7%	12%	.	4%	-14%	-3%
CC(C)(C)c1ccccc1OCC(O)CN1CCN(c2ccccn2)CC1 (stereo unspecified)	-9	-7%	-10%	4%	1%	?	111%[activator]
COc1ccc(F)cc1-c1cc(C(=O)N2CCc3ccccc3C2)[nH]n1	9	.	22%	.	1%	.	.
CC(CCc1ccccc1)N(C)CC(O)c1cccc([N+](=O)[O-])c1 (stereo unspecified)	0	-8%	0%	1%	-18%	2%	-17%
CSc1nc(-c2ccco2)nn1C(=O)c1cccs1	-32	12%	-4%	3%	-3%	1%	-7%
CC(=O)Nc1ccccc1C	?	38%[activator]	12%	.	-8%	1%	-2%
CCCc1nc2ccc(NC(=O)c3cccs3)cc2c(=O)n1Cc1ccccc1Cl	?	?	3%	4%	-11%	?	-20%
COC(=O)c1ccc2nc(-c3ccc(C)cc3)c(Cc3ccc(C)cc3)n2c1	0	.	9%	.	-10%	.	.

Compounds were not picked by outcome (roughly 7.5% active in at least one column).
